NSD2 HMT inh: NSD2 histone methyltransferase inhibitors, primary screen, biochemical, AlphaScreen, single concentration, set 2; Histone-lysine N-methyltransferase NSD2 (Homo sapiens), O96028; NSD2 peptide methylation, 120 min; inhibition, % at 12.5 µM; 310,000 tested, 0.54% active; AID 743445, 2014; in the data active = inhibition above about 50%
Target sequence (O96028 whole entry, looked up): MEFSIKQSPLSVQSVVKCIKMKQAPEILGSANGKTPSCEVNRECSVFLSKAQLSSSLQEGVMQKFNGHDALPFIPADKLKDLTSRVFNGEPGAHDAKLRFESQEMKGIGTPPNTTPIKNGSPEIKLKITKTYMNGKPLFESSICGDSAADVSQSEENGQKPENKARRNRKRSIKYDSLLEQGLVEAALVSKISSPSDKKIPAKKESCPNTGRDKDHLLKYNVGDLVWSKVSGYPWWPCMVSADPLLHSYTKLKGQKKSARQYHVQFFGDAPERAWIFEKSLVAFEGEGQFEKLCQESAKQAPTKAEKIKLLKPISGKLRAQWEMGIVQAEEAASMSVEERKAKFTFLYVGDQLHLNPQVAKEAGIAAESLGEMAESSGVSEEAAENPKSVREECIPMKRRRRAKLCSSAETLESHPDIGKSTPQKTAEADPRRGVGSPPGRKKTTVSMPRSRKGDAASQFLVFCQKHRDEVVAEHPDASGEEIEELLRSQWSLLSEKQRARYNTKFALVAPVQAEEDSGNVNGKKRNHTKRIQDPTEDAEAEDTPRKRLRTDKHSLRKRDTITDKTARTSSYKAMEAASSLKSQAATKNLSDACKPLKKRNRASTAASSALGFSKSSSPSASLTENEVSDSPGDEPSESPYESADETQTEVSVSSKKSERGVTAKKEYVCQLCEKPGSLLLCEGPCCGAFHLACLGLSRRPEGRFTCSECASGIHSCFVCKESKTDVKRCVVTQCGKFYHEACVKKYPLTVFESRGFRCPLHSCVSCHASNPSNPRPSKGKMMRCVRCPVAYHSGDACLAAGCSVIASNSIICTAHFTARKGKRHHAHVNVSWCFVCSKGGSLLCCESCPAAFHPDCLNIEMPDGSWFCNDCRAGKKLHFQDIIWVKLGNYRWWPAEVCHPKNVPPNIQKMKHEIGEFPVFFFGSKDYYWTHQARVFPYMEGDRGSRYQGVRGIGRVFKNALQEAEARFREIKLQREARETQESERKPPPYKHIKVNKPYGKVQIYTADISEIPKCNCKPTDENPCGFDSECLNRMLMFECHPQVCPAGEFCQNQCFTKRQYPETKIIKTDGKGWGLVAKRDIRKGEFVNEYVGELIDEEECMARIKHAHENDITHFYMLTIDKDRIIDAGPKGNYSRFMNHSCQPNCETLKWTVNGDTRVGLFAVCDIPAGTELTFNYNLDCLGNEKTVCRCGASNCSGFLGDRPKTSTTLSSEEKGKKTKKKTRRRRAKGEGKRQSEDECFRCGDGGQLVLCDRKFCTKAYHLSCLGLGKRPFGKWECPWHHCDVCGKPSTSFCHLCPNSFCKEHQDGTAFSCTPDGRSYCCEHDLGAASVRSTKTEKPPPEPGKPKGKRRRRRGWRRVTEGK
Active calls of the source: *. Not all compounds are listed, so the mix of outcomes need not match the whole.

SMILES	NSD2 HMT inh
Cc1cc(C(=O)N2CCC2(C)C(=O)NS(=O)(=O)c2ccccc2Cl)nn1C (stereo not drawn)	-3
Cc1ccc(C)c(SCC(=O)Nc2cc(C)nn2-c2ccc(F)cc2)c1	-2
CNc1cc(-c2ccc(C(=O)OC)cc2)ncn1	2
CNC(C)C(=O)NC(C(=O)N1CCCC1C(=O)Nc1cccc2ncccc12)C(C)C (stereo not drawn)	-1
O=C(COC(=O)/C=C/c1ccc2c(c1)OCO2)NCc1ccc(F)cc1	-3
S=c1[nH]ncn1/N=C/c1ccco1	4
O=C(NCCc1ccccc1F)c1ccc2c(c1)ncn2C1CCCCC1	1
COc1ccccc1C(=O)N/C(=C\c1cn(C)c2ccccc12)C(=O)NCCN1CCOCC1	-1
Cn1c(=O)c2cc(NC(=O)NCc3ccc(F)cc3)ccc2n1C	46
CC1Sc2ccccc2N(Cc2ccc(OC(F)(F)F)cc2)C1=O (stereo not drawn)	-4
CCOc1ccc(-n2c(SCC(=O)NN=Cc3ccc(C(=O)O)cc3)nnc2-c2cccnc2)cc1	4
CCOC(=O)C1=C(Nc2ccccc2)CSC1	1
COc1ccc(-c2cc(-c3nnc(SCc4ccc([N+](=O)[O-])cc4)n3N)[nH]n2)cc1	-2
CC1(C(=O)NCc2ccc(C(F)(F)F)cc2)CCN1C1Cc2ccccc2C1 (stereo not drawn)	-1
CC(C)c1[nH]nc2c1C(c1ccccc1)NC2=O (stereo not drawn)	0
O=C(Nc1nnc([C@@H]2C[C@H](O)[C@@H](CO)O2)s1)Nc1ccccc1Oc1ccccc1	-1
COc1ccc(CC(N)c2csc(NC(=O)Nc3cc(OC)ccc3OC)n2)cc1 (stereo not drawn)	3
CCOC(=O)C1(C)CCCCCN1C(=O)c1snnc1C (stereo not drawn)	-4
COc1ccc(Cl)cc1Nc1nc(Cl)nc(NCCO)n1	5
COCCN(C(=O)COC(=O)C1CCCCC1)c1c(N)n(Cc2ccccc2)c(=O)[nH]c1=O	-2
CCOC(=O)c1ccccc1NC(=O)COC(=O)C(CC)Oc1ccccc1 (stereo not drawn)	0
CCC(=O)N1CCC1(C)C(=O)Nc1ccc(F)cc1 (stereo not drawn)	-2
Cc1ccc2ccccc2c1C(O)c1ncc(-c2ccccc2)[nH]1 (stereo not drawn)	4
O=C(Cc1cccs1)N/N=C\c1ccccc1	0
O=C(Cc1ccccc1F)Nc1nnc(-c2cccnc2)s1	-3
Cn1c(=O)c2cc(NC(=S)NC3CC3)ccc2n1Cc1ccccc1	16
COc1cc(Cn2c3ccc(NC(=O)NCc4ccc(F)cc4)cc3c(=O)n2C)ccc1F	-1
Cn1cc(-c2cccc3nncn23)cn1	0
C#CCOCCOCCOCCNc1nc(N2CCN(C(=O)[C@H]([C@@H](C)CC)n3cc(CCCCN)nn3)CC2)nc(N2CCN(C(=O)[C@H](Cc3ccc(O)cc3)n3cc(CCO)nn3)CC2)n1	-1
C[C@H]1[C@@H](NCC2CCCCC2)CC[C@@]23CCCN2C(=O)CCC[C@@H]13	-2
COc1cccc(CNc2nc3cc(-c4ccc(F)cc4)sc3c(=O)n2C)c1	-3
CCOc1ccc(C(=O)CSc2nnc(SCc3ccc(Cl)cc3)s2)cc1	-1
O=C(NCc1ccco1)C1CCCN(c2ncccn2)C1 (stereo not drawn)	-3
O=C(CC1CCCC1)N1CCN(S(=O)(=O)c2c(F)cccc2F)CC1	-4
CCN(c1ccccc1)S(=O)(=O)c1ccc(C(=O)NC2CCCCC2)cc1	-10
CC(C)N1CCC(C)(C(=O)Nc2ccc(-n3cccc3)cc2)C1 (stereo not drawn)	3
COc1cccc(NC(=O)C2(C)CCN2C(=O)Cc2cccc3ccccc23)c1 (stereo not drawn)	-2
CC(C)(C)c1ccc(C(O)c2ncc(-c3ccccc3)[nH]2)cc1 (stereo not drawn)	8
CC(=O)Nc1cc(-c2cccc(C(=O)NCCO)c2)cn2c(-c3cccc(C(F)(F)F)c3)cnc12	0
O=C(CNc1cc(S(=O)(=O)N2CCOCC2)ccc1N1CCCC1)Nc1ccc(Cl)cc1F	-1
COc1cc(C=C2NC(=O)NC2=O)ccc1O	0
CC(=O)N1CCCc2cc(S(=O)(=O)N(C)CC(=O)Nc3ccccc3)ccc21	-2
O=C1C=C(OCCF)CC(c2ccc(Br)cc2)O1 (stereo not drawn)	-1
Cc1ccc(C(O)c2ncc(-c3ccccc3C(F)(F)F)[nH]2)cc1F (stereo not drawn)	4
CC1(C(=O)NS(=O)(=O)c2ccc(Cl)cc2)CCN1C(=O)c1ccccc1CCc1ccccc1 (stereo not drawn)	-5
O=C(NCc1ccc(C(F)(F)F)cc1)c1cccc2c(-c3cccnc3)coc12	-5
O=C(O)C(=Cc1ccnc2ccccc12)C(=O)O	0
CN(C)c1ncnc2c1ncn2[C@H]1CN(Cc2ccncc2)C[C@@H](CO)O1	-1
CN(C)c1nc(N)nc2c1ncn2C1OC(CO)CC1O (stereo not drawn)	-3
O=S(=O)(c1ccc(F)cc1)c1nc(-c2ccco2)oc1NCCCn1ccnc1	0
Cc1cc(NS(=O)(=O)c2ccc(NC(=O)CSc3nnc(-c4cnccn4)n3-c3ccccc3)cc2)nc(C)n1	-2
Cc1ccc(C(=O)N(Cc2nnc(-c3ccccc3Cl)o2)C2CC2)o1	0
CC1(C(=O)N2CCCCC2)CCN1C(=O)C1(c2ccccc2)CC1 (stereo not drawn)	-2
Cc1oc(-c2ccccc2)nc1C(=O)OCC(=O)NCc1ccc(F)cc1	0
CC1(C(=O)NS(=O)(=O)C2CC2)CCN(C(=O)c2ccccc2F)C1 (stereo not drawn)	0
Cc1cc(C)c(C(O)c2ncc(-c3ccccc3F)[nH]2)c(C)c1 (stereo not drawn)	5
COc1ccc(C(=O)N2CCCCC2c2cc(C(=O)NCc3cccnc3)no2)cc1 (stereo not drawn)	-3
OCCN1CCN(c2ncnc3c2ncn3[C@H]2CN(Cc3cccs3)C[C@@H](CO)O2)CC1	29
CCOc1ccc(C=NNC(=O)c2cc(-c3ccc(Cl)cc3)n[nH]2)cc1	-10
O=S(=O)(c1ccc(F)cc1)N1CCCc2nc(-c3ccccc3)ccc21	-2
Next section:
SMILES	NSD2 HMT inh
COc1cc(NC(=O)Nc2nc(C(N)Cc3ccc(C(F)(F)F)cc3)cs2)cc(OC)c1OC (stereo not drawn)	-2
CCCCN(C=O)c1c(CC)nc2ccc(C(=O)Nc3cc(-c4ccccc4)ccc3OC)cn12	2
CN(C)CCNC(=O)c1cccc(-c2cnc3c(NC=O)cc(-c4cccs4)cn23)c1	2
O=C(Nc1ccc(F)c(Cl)c1)c1cc(C2CCCCN2C(=O)C2CC2)on1 (stereo not drawn)	-4
C[C@H]1[C@@H](OC(=O)Nc2ccccc2C(F)(F)F)CC[C@@]23CCCN2C(=O)CCC[C@@H]13	-2
COc1ccc(NC(=O)C2Cc3c(-c4ccc(NC(C)=O)cc4)ccnc3O2)cc1 (stereo not drawn)	0
COc1ccc(CCNC(=O)c2cc3ccccn3n2)cc1	2
NC(c1csc(NC(=O)Nc2ccccc2Cl)n1)C1CCCCC1 (stereo not drawn)	-3
Cc1csc(N=Cc2ccc([N+](=O)[O-])o2)n1	-1
Cc1ccc(NC(=O)C2(C)CCN2C(=O)Cc2cc(F)ccc2F)cc1 (stereo not drawn)	-1
CC(OC(=O)c1nc(Cl)ccc1Cl)C(=O)NCc1ccccc1 (stereo not drawn)	-2
CCN(CC)CCn1c(=S)[nH]c2cc(C(=O)NCCc3ccc(OC)c(OC)c3)ccc2c1=O	8
O=C(CSc1nnc(-c2cnccn2)n1-c1ccccc1)c1ccccc1Br	11
NC(=O)C(NN=C(c1ccccc1)c1ccccc1)c1ccccc1 (stereo not drawn)	1
CC(=O)Nc1ccc(CC(=O)Nc2ccc3c(c2)OC2(CCCC2)O3)cc1	-1
Cc1onc(-c2c(F)cccc2Cl)c1-c1ncc(-c2ccc(Cl)cc2)o1	4
O=C(CCNC(=O)N1CC(=O)Nc2ccccc21)NCc1ccc(Cl)cc1	-1
Cc1ccc(/C(N)=N/OC(=O)COc2cccc3ccccc23)cc1	0
COc1cccc(-c2cnc3c(NC=O)cc(-c4cc(C)c(O)c(C)c4)cn23)c1	8
COc1ccc(/C=C/C(=O)OCC(=O)N2c3ccccc3CC2C)cc1 (stereo not drawn)	-4
Cc1ccc(S(=O)(=O)NN=Cc2ccco2)cc1	-15
COc1ccc(CC(=O)NCC2CCN(C(=O)C(=O)c3cc4ccccc4o3)CC2)cc1	0
COc1ccccc1CNc1nc(NCc2cnc(C)cn2)c2sccc2n1	4
O=C(Nc1ccc(F)cc1)c1cnccn1	2
COc1ccccc1CCn1cnc(-c2ccc(F)cc2F)c1CC(C)C	2
CCc1nc2ccc(C(=O)NCCCn3ccnc3)cn2c1N(CC)CCOC	-1
CC1(C(=O)NS(=O)(=O)c2ccc(F)cc2F)CCN1C(=O)c1ccccc1CCc1ccccc1 (stereo not drawn)	0
O=C(N[C@H](Cc1ccccc1)C(=O)NCc1cccc2ccccc12)[C@H]1O[C@@H](n2ccc(=O)[nH]c2=O)[C@H](O)[C@@H]1O	-1
O=C(NCC1CCN(C(=O)C(=O)c2cccs2)CC1)c1ccc2c(c1)OCO2	-2
O=C(NCCN1CCC(n2c(=O)[nH]c3cc(Cl)ccc32)CC1)c1ccc(F)cc1	5
CN(NC(=O)C(=O)NCc1ccco1)C(=O)NC1CCCCC1	2
CCOC(=O)[C@]12CCCC=C1N(Cc1ccccc1)C(=O)[C@H](CC(=O)NCc1ccc(C)o1)C2	1
COc1ccc(-c2csc(NC(=O)CS(=O)(=O)c3ccccc3)n2)c(OC)c1	3
OC(c1ccc2ccccc2c1)c1ncc(-c2ccc(C(F)(F)F)cc2)[nH]1 (stereo not drawn)	-1
Cc1ccc(C(=O)Nc2nnc(COCCO)s2)cc1	3
COc1ccc(CC(N)c2csc(Nc3cccc(OC)n3)n2)cc1 (stereo not drawn)	0
CC(C)(C)c1ccc(S(=O)(=O)NCCN2CCOCC2)cc1	-6
O=C1c2ccccc2NC(c2cc(Cl)cc(Cl)c2O)N1CCc1ccccn1 (stereo not drawn)	-1
COc1ccc(NC(=O)C2Cc3c(-c4ccc(Cl)cc4)ccnc3O2)cc1OC (stereo not drawn)	-1
COc1ccc(-n2c(SCC(=O)Nc3ccc4cn[nH]c4c3)nnc2-c2cccnc2)cc1	11
CCNC(=O)C1(C)CCN(C(=O)c2ccc(-c3ccccc3)cc2)C1 (stereo not drawn)	1
C=C(C)Cn1c2ccc(NC(=O)CCc3cccnc3)cc2c(=O)n1C	-1
CCCCNC(=O)c1cc2nc(-c3ccc(OC)cc3)cc(C(F)(F)F)n2n1	-5
O=S(=O)(Nc1ccc(C(O)(C(F)(F)F)C(F)(F)F)cc1)c1ccc(-c2ccccn2)s1	12
CC(=O)Oc1ccc(OC(C)=O)c2c1CC1(C)OC1(C)C2 (stereo not drawn)	0
O=C(NCC1CC1)c1csc([C@@H]2O[C@H](CO)[C@H](O)[C@H](O)[C@H]2O)n1	-3
O=C(O)COc1ccccc1C=NNC(=O)Cc1cc(=O)[nH][nH]1	36
CN(C)CCNc1ncnc2c1ncn2[C@H]1CN(Cc2ccc(-c3ccccc3)cc2)C[C@@H](CO)O1	4
COc1cc(NC(=O)C2CCCN(S(=O)(=O)c3ccccc3)C2)cc(OC)c1 (stereo not drawn)	-2
O=C(Nc1ccc(S(=O)(=O)N2CCCC2)cc1)C1CC(=O)N(CCc2ccccc2)C1 (stereo not drawn)	1
COc1ccc(OC)c(NC(=O)C2(C)CCN2C(=O)Cc2ccc(Cl)cc2Cl)c1 (stereo not drawn)	0
OCCN1CN(c2ccccc2)C(=S)N(c2ccccc2)C1	-3
Clc1ccc(-c2nnc3n2N=C(c2ccc(-c4ccccc4)cc2)CS3)c(Cl)c1	-6
COCc1cccc(-c2csc(C(C)(NC(C)=O)c3ccc(OC)cc3)n2)c1 (stereo not drawn)	-1
COC(=O)c1cccc2c([N+](=O)[O-])c(NC(C)=O)cc(C(=O)OC)c12	-2
Cc1cccc(-n2cnc3cc(C(=O)NCCN4CCOCC4)ccc32)c1	2
c1ccc(Cn2nnc3c(NCC4CC4)ncnc32)cc1	-2
CCCCNc1nccnc1-c1cccc(C=O)c1	-1
COc1cc(Cl)c(C)cc1NC(=O)CN1CCN(C(=O)c2cccs2)CC1	13

Filtered by structure: those above containing an NH in an aromatic ring (15)
SMILES	NSD2 HMT inh
S=c1[nH]ncn1/N=C/c1ccco1	4
COc1ccc(-c2cc(-c3nnc(SCc4ccc([N+](=O)[O-])cc4)n3N)[nH]n2)cc1	-2
CC(C)c1[nH]nc2c1C(c1ccccc1)NC2=O (stereo not drawn)	0
COCCN(C(=O)COC(=O)C1CCCCC1)c1c(N)n(Cc2ccccc2)c(=O)[nH]c1=O	-2
Cc1ccc2ccccc2c1C(O)c1ncc(-c2ccccc2)[nH]1 (stereo not drawn)	4
CC(C)(C)c1ccc(C(O)c2ncc(-c3ccccc3)[nH]2)cc1 (stereo not drawn)	8
Cc1ccc(C(O)c2ncc(-c3ccccc3C(F)(F)F)[nH]2)cc1F (stereo not drawn)	4
Cc1cc(C)c(C(O)c2ncc(-c3ccccc3F)[nH]2)c(C)c1 (stereo not drawn)	5
CCOc1ccc(C=NNC(=O)c2cc(-c3ccc(Cl)cc3)n[nH]2)cc1	-10
CCN(CC)CCn1c(=S)[nH]c2cc(C(=O)NCCc3ccc(OC)c(OC)c3)ccc2c1=O	8
O=C(N[C@H](Cc1ccccc1)C(=O)NCc1cccc2ccccc12)[C@H]1O[C@@H](n2ccc(=O)[nH]c2=O)[C@H](O)[C@@H]1O	-1
O=C(NCCN1CCC(n2c(=O)[nH]c3cc(Cl)ccc32)CC1)c1ccc(F)cc1	5
OC(c1ccc2ccccc2c1)c1ncc(-c2ccc(C(F)(F)F)cc2)[nH]1 (stereo not drawn)	-1
COc1ccc(-n2c(SCC(=O)Nc3ccc4cn[nH]c4c3)nnc2-c2cccnc2)cc1	11
O=C(O)COc1ccccc1C=NNC(=O)Cc1cc(=O)[nH][nH]1	36
